AID inhibitor = Primary qHTS assay for inhibitors of Activation Induced Cytidine Deaminase (AID): AID signal; Single-stranded DNA cytosine deaminase (Homo sapiens), Q9GZX7; AID deamination FRET fluorescence, UDG-coupled, 4 h; Potency, µM (highest dose often 115 µM), inactives show top-dose activity change, negative = inhibition, actives largely listed as inhibitors; 91,000 tested, 0.32% active; AID 1347428, 2020; note: nearly all actives have a fitted effect of over 25% in size
Target sequence (Q9GZX7 whole entry, looked up): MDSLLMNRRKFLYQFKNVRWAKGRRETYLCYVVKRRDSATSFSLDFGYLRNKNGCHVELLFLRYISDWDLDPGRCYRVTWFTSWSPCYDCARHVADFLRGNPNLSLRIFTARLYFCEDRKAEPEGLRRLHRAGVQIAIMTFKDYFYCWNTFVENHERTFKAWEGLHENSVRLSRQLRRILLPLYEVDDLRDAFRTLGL
UDG counter = Primary qHTS assay for inhibitors of Activation Induced Cytidine Deaminase (AID): UDG Counterscreen signal; Uracil-DNA glycosylase; FRET deamination/UDG coupled assay, UDG read, 4 h; Potency, µM (top dose mostly 115 µM), for inactives: at the top dose activity change, negative = inhibition, actives largely listed as inhibitors; 91,000 tested, 0.14% active; AID 1347430, 2020; note: nearly all actives have a fitted effect of over 65% in size
* marks the source's active call; other numbers are inactive results; ? = inconclusive; & = joins results of further samples; [ ] = remark or other dose. Calls come from the whole dose curve; as a rule, active = well fitted curve in the direction sought with a large enough effect; inconclusive = small, poorly fitted or top-dose-only effect, or another doubt; inactive = no such curve, though single readings can be large; an effect the other way counts as inactive or inconclusive. % is set by controls: 0 for no effect and ±100 for the full control effect; potency is the fitted concentration of half-maximal effect. Some of the compounds tested. The share of hits here may be higher or lower than overall.

SMILES	AID inhibitor	UDG counter
Cc1cccc(-n2c3nc(=O)n(C)c(=O)c-3cc3c(Cl)cccc32)c1C	1%	-5%
COc1ccc(S(=O)(=O)Oc2ccc3c(c2)O/C(=C\c2cccc(OC)c2OC)C3=O)cc1	-13%	-1%
Cc1cccc(NC(=O)CN2C(=O)c3cccc4cccc2c34)c1C	-7%	-1%
COC(=O)c1ccccc1NC(=O)CN1C(=O)COc2ccccc21	33%[activator]	9%
Cc1cc(C)cc(NC(=O)Cc2noc3ccccc23)c1	-12%	3%
COc1ccc(NC(=O)CN2CCN(Cc3ccccc3Cl)S2(=O)=O)cc1Cl	-27%	-8%
COc1ccc(CC(=O)OCC(=O)Nc2ccccc2OC(F)F)cc1	-4%	-8%
COc1ccccc1CNC(=O)Cn1ncc2c(C)n(Cc3ccccc3Cl)c(C)c2c1=O	?	-2%
CC1Cc2ccccc2N1S(=O)(=O)c1ccccc1F (stereo not given)	?	?
CCc1ccc(N(CC)C(=O)Cn2c(=O)oc3ccccc32)cc1	-2%	-10%
CCOc1ccc(NC(=O)Cn2c(=O)n(Cc3ccc(C(=O)NCc4ccc5c(c4)OCO5)cc3)c(=O)c3ccccc32)cc1	-13%	-4%
Cc1ccc(CS(=O)(=O)c2ncc(Cl)c(C(=O)Nc3nc4ccc(F)cc4s3)n2)cc1	-18%	-23%
CCCCc1ccc(C(=O)Nc2ccc3nc(N(CC)CC)cc(C)c3c2)cc1	40%[activator]	6%
COc1ccc(N2C(=O)CS(=O)(=O)C23C(=O)N(Cc2ccccc2)c2ccccc23)cc1 (stereo not given)	-7%	-12%
O=C(c1ccc(C(F)(F)F)cc1)N1CCN(C2CC2)CC1	-5%	1%
COc1ccc(S(=O)(=O)NCCS(=O)(=O)N2CCN(c3ccccc3)CC2)cc1OC	-5%	-13%
CCc1cccc(NC(=O)c2c(C)oc3nc(C)nc(N4CCCC4)c23)c1	4%	-4%
COc1ccc(C(=O)c2cn(Cc3ccccc3)c3ccccc3c2=O)cc1OC	?	1%
Cc1cccc(NC(=O)CSc2nc3c(c(=O)n2CCc2ccccc2)SCC3)c1	-6%	-7%
CCc1ccc(CNC(=O)c2ccc3c(c2)N=C(C)c2cc(C)ccc2S3)cc1	?	-20%
CCc1cccc(NS(=O)(=O)c2ccc3c(c2)CC(C)N3C(=O)C2CC2)c1 (stereo not given)	-17%	-1%
CC(C)CC(=O)NN	-4%	1%
Cc1ccc(S(=O)(=O)NCc2nc(-c3ccccc3)oc2C)cc1	-6%	6%
COc1ccc(-c2cc3ccc(O)c(CN4CCCC(C)C4)c3oc2=O)cc1 (stereo not given)	7%	-8%
Cc1ccc(OCCCn2c(C3CC(=O)N(c4cccc(Cl)c4)C3)nc3ccccc32)c(C)c1 (stereo not given)	-10%	?
Cc1ccc(S(=O)(=O)N(CC(N)=O)Cc2c(F)cccc2Cl)cc1	1%	-3%
CN(Cc1ccccc1F)C(C(=O)NC1CC1)c1ccccc1 (stereo not given)	5%	-3%
COc1ccc(CCNC(=O)c2ccc3c(c2)CCN3S(=O)(=O)c2ccccc2)cc1	-11%	-6%
Cn1nc(C(=O)OCCOc2ccc(C#N)cc2)c2ccccc2c1=O	-7%	4%
Cc1ccccc1CNC(=O)CN1C(=O)CSc2ccc(S(=O)(=O)N(C)C)cc21	-11%	5%
Cc1ccc(Cl)cc1NC(=O)CCC(=O)N1CC(C)Sc2ccccc21 (stereo not given)	?	-3%
CN(C)c1ccc(N=C=S)cc1	-12%	-22%
COc1cc(OC)c(NC(=O)NC(C(=O)N2CCc3ccccc32)C(C)C)cc1Cl (stereo not given)	-19%	?
CCOc1ccc(-n2c(=O)c3c4c(sc3n(CC(=O)NC(C)CC)c2=O)CCC4)cc1 (stereo not given)	-3%	-12%[57.5 µM]
O=C(/C=C/c1ccccc1O)c1ccc(-c2ccccc2)cc1	-1%	-8%
NC(=O)c1[nH]ncc1NCc1cccnc1	-5%	-9%
CC(C)(C)c1ccc(Cn2c(Cc3ccccc3)nc3ccccc32)cc1	?	-26%
O=C(/C=C/c1ccccc1OC(=O)c1cccs1)c1cc2ccccc2o1	-22%	-6%
CCC(CC)NC(=O)c1cc(-c2ccccc2)nc2ccccc12	-3%	8%
COc1ccc(NC(=O)COC(=O)c2ccc3ccccc3n2)cc1OC	0%	-4%
COc1ccc(Cc2nnc(SC(C)c3nc4ccccc4c(=O)[nH]3)o2)cc1 (stereo not given)	-2%	-5%
Cn1c(=O)c2c(ncn2CC(=O)N2CC(C(=O)N3CCOCC3)Oc3ccccc32)n(C)c1=O (stereo not given)	-4%	-1%
CC(OC(=O)Cn1[nH]c(=O)c2ccccc2c1=O)C(=O)Nc1cccc(Cl)c1Cl (stereo not given)	6%	5%
O=C(CSc1ncc(S(=O)(=O)c2ccc(Br)cc2)c(=O)[nH]1)NCc1ccc(Cl)cc1	-30%	-1%
Cc1ccc(S(=O)(=O)N2CCCc3cc(NC(=O)c4ccc(C(F)(F)F)cc4)ccc32)cc1	-16%	-15%
O=C(NCc1cccc(C(F)(F)F)c1)C1CCCN(C(=O)c2ccc(Cl)cc2)C1 (stereo not given)	-9%	-8%
Cc1ccccc1CSc1cn(CCNC(=O)c2cccs2)c2ccccc12	?	-20%
COc1cc(C(=O)OCC(=O)c2ccccc2)ccc1OCc1ccc(Cl)cc1	3%	-7%
CC1=C(C(=O)OC(C)C)C(c2ccc(C(C)(C)C)cc2)N2C(=O)CCSC2=N1 (stereo not given)	-12%	-13%
Cc1cc(C(C)(C)C)cc(C)c1CCNC(=O)c1ccc(NC(=O)CC#N)cc1	-3%	-11%
Cc1cc(NC(=O)CCS(=O)(=O)c2cc(Br)cc3c2N(C(=O)C2CC2)CC3)ccc1Br	-28%	-14%
Cc1ccc(N2C(=O)CCSC23C(=O)N(Cc2ccccc2)c2ccccc23)cc1F (stereo not given)	-18%	45%[activator]
CN(Cc1cccs1)C(=O)/C=C/c1nc2ccccc2s1	-7%	-5%
Cc1cccc(C)c1OCC(O)Cn1cnc2ncccc2c1=O (stereo not given)	-5%	-12%
Clc1cccc(CSc2nc3ncccc3o2)c1	-11%	3%
COc1ccc(-c2cnc(C)o2)cc1S(=O)(=O)Nc1ccc(C)c(F)c1	-3%&9%	6%&8%
CCC1=NN(C(=O)CSCc2ccccc2Cl)C(O)(C(F)(F)F)C1 (stereo not given)	-5%	43%[activator]
CCc1cccc(NC(=O)c2ccc3c(=O)n4nc(Nc5ccccc5OC)sc4nc3c2)c1	-1%	-11%
COc1ccc(C(=O)c2c(N)c(C(=O)Nc3ccccc3)c3ccccn23)cc1	-7%	-4%
COCCOc1ccc(C(=O)/C=C/c2cc(OC)c(O)c(OC)c2)cc1	11%	-7%

(list continues)
SMILES	AID inhibitor	UDG counter
CC(=O)C1(C)N(O)C(C)C(c2cccs2)=[N+]1[O-] (stereo not given)	-2%	9%
CCOC(=O)c1c(S(=O)(=O)N2CCCC(C(=O)N3CCN(c4ccccc4)CC3)C2)c(C)n(C)c1C (stereo not given)	-21%	-9%
CC(C)NC(=S)N/N=C/C1CCCCC1	-12%	-3%
Cc1ccc(O)c(NC(=O)C2=CC(c3ccco3)=NS(=O)(=O)N2C)c1	-2%	2%
C[N+]1(C)CC2CCC(Cl)=C(Cl)C2C1 (stereo not given)	-2%	-6%
COC(=O)C1=C(C)NC(=O)C1(NC(=O)c1ccccc1C)C(F)(F)F (stereo not given)	8%&15%	6%&8%
COc1cc(NC(=O)CN(C)S(=O)(=O)c2ccc3[nH]c4c(c3c2)CCCC4)cc(OC)c1OC	1%	-16%[57.5 µM]
CCCn1nc(SCC(=O)OCC)n2c(=O)c3c(nc12)-c1ccccc1CC3(C)CC (stereo not given)	5%	-2%
Cc1cccc(C(=O)NNc2ncnc3c2cnn3-c2ccc(C)cc2C)c1	-9%	-9%
COc1ccc(C2c3cc(OC)c(OC)cc3CC(=O)N2c2ccc(C)c(F)c2)cc1 (stereo not given)	?	?
Oc1c(C(c2ccc(Cl)cc2)N2CCCC2)sc2nc(-c3ccco3)nn12 (stereo not given)	4%	-23%[57.5 µM]
CCNCc1ccc(-c2ccccc2)o1	-11%	-2%

Some of these compounds in order of count of non-hydrogen atoms, lowest first.
SMILES	AID inhibitor	UDG counter
CN(Cc1ccccc1F)C(C(=O)NC1CC1)c1ccccc1 (stereo not given)	5%	-3%
CCC1=NN(C(=O)CSCc2ccccc2Cl)C(O)(C(F)(F)F)C1 (stereo not given)	-5%	43%[activator]
Cc1cccc(-n2c3nc(=O)n(C)c(=O)c-3cc3c(Cl)cccc32)c1C	1%	-5%
COc1ccc(NC(=O)COC(=O)c2ccc3ccccc3n2)cc1OC	0%	-4%
COc1cc(C(=O)OCC(=O)c2ccccc2)ccc1OCc1ccc(Cl)cc1	3%	-7%
CCCn1nc(SCC(=O)OCC)n2c(=O)c3c(nc12)-c1ccccc1CC3(C)CC (stereo not given)	5%	-2%

Next results follow.
SMILES	AID inhibitor	UDG counter
COc1ccc(CCNC(=O)CCc2c(C)nc3cc(-c4ccccc4OC)nn3c2C)c(OC)c1	-24%	-10%
CCOC(=O)c1ccc(COC(=O)CCc2nc3ccccc3[nH]c2=O)cc1	-3%	-1%
COc1cccc(-c2nc(S(=O)(=O)c3ccc(C)cc3)c(N3CCCCCC3)o2)c1	-11%[57.5 µM]	-11%[57.5 µM]
CCC(=O)N1CCc2cc(Br)cc(S(=O)(=O)N3CCC(C(=O)Nc4ccccc4CC)CC3)c21	-3%	-13%[57.5 µM]
COc1cc2c(cc1OC)n(CC(=O)Nc1ccc(C)cc1C)c(=O)n1nc(-c3ccccc3)nc21	1%	-1%
COc1ccc(OC)c2sc(N(CCCN(C)C)C(=O)c3ccco3)nc12	-23%	-7%
O=C(/C=C/c1cccc([N+](=O)[O-])c1)c1ccc2ccccc2c1	-11%	2%
CCN(CC)CCNC(=O)c1ccc(Cn2c(SCc3ccccc3)nc3cccnc32)cc1	4%	-6%
Cc1ccc(Cl)cc1NC(=O)Cn1nnc2sc3c(c2c1=O)CCC(C(C)(C)C)C3 (stereo not given)	?	?
O=C(Cn1nc(Cc2ccncc2)c2ccccc2c1=O)Nc1cccc(C(F)(F)F)c1	?	1%[57.5 µM]
O=C(Nc1ccc(O)cc1)c1csc(NC2CC2)n1	15%	16%
CCCn1c2ccccc2c2cnn(CC(=O)Nc3ccccc3OC)c(=O)c21	2%	3%

The list goes on; it opens with the 3 that closed the last part.
SMILES	AID inhibitor	UDG counter
O=C(Cn1nc(Cc2ccncc2)c2ccccc2c1=O)Nc1cccc(C(F)(F)F)c1	?	1%[57.5 µM]
O=C(Nc1ccc(O)cc1)c1csc(NC2CC2)n1	15%	16%
CCCn1c2ccccc2c2cnn(CC(=O)Nc3ccccc3OC)c(=O)c21	2%	3%
COc1ccc(OC)c(NC(=O)C(C)n2c(=O)cc(C)c3c(C)nn(-c4ccccc4)c32)c1 (stereo not given)	-1%	20%
Cc1cc(=O)oc2cc(OS(=O)(=O)c3ccc(F)cc3)ccc12	-21%	-2%
CCc1nnsc1C(=O)NCC1(c2ccc(F)cc2)CCOCC1	-1%	9%
Cc1nc2sccn2c(=O)c1CCN1CCC(=C(c2ccccc2)c2ccc(F)cc2)CC1	-25%	-11%
COCCN1Cc2cccc(C(=O)Nc3ccc(C(=O)OC)cc3)c2C1=O	-3%	-8%
CS(=O)(=O)Nc1ccccc1CNC(=O)CCS(=O)(=O)C1CCCC1	13%	10%
O=C(Nc1ccc2oc(-c3ccncc3)nc2c1)c1cc(Cl)ccc1Cl	8%	7%
O=C1CSc2ccc(C(=O)Nc3ccc4c(c3)OCCO4)cc2N1	13%	9%
Cc1ccc(-n2ncc(C(=O)NC3CCCCC3)c2N)cc1	-7%	-11%
CCOC(=O)Cn1c(=O)c2c3c(sc2n(CCN(C)C)c1=O)CC(C)CC3 (stereo not given)	-3%	-4%
COc1ccc(CNC(=O)Cn2nc(C)c3c(C)n(-c4ccccc4)nc3c2=O)cc1OC	-10%	-4%
Cc1ccccc1N(C)S(=O)(=O)c1nnc(NC(=O)c2ccco2)s1	57%[activator]	8%[57.5 µM]
O=C(Nc1cccc(C(F)(F)F)c1)C1C2C3CCC(C3)C12 (stereo not given)	-4%	-17%
Cc1noc(C)c1CS(=O)(=O)c1cc(Cl)ccc1Cl	-6%	-1%
CCOc1ccc(S(=O)(=O)n2nc(C)c(S(=O)(=O)N3CCCCCC3)c2C)cc1	28%	-6%
COc1ccc(OC)c(NC(=O)Cn2c(=O)oc3cc(S(=O)(=O)NCc4ccccc4)ccc32)c1	87%[activator]	?
Cc1nn(CC(=O)NCc2ccccc2)c(=O)c2ccccc12	-4%	-6%

Five entries drawn at random from the list so far, as already listed:
SMILES	AID inhibitor	UDG counter
COc1ccc(OC)c(NC(=O)Cn2c(=O)oc3cc(S(=O)(=O)NCc4ccccc4)ccc32)c1	87%[activator]	?
CCOc1ccc(S(=O)(=O)n2nc(C)c(S(=O)(=O)N3CCCCCC3)c2C)cc1	28%	-6%
Cc1noc(C)c1CS(=O)(=O)c1cc(Cl)ccc1Cl	-6%	-1%
Cc1nn(CC(=O)NCc2ccccc2)c(=O)c2ccccc12	-4%	-6%
O=C(Nc1cccc(C(F)(F)F)c1)C1C2C3CCC(C3)C12 (stereo not given)	-4%	-17%

Compound activity (PubChem)
